Compound activity deposited in PubChem by Sanford-Burnham Center for Chemical Genomics.
mIAP act: activators of mouse IAP, primary screen, biochemical, luminescence, uHTS; AID 2805, 2010; activation factor at 10 µM; 330,000 compounds, 0.24% hits; intestinal alkaline phosphatase [Mus musculus]; muIAP, CDP-Star luminescence, 30 min; hits give high values; 1 = vehicle-only enzyme signal, 0 = enzyme-free wells;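 active = activation factor of at least 2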; also: the source names both 10 and 20 µM as test concentration; values of inactives mirror those of a sister screen read the other way
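Assay system: mouse IAP enzyme / Compound: DMSO-dissolved test compounds / Timing: 30 min, room temperature / Measured by: luminescence from enzymatic CDP-Star hydrolysis / Control set: DMSO-only wells, enzyme-free buffer wells as negative control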
tim10-1 inh: growth inhibitors of tim10-1 mutant yeast, primary screen, luminescence, uHTS | S. cerevisiae tim10-1 ts strain growth, BacTiter-Glo, 24 h | inhibition, % at 20 µM | 330,000 compounds, 2.2% hits | AID 463190, 2010;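 active = inhibition of at least 40%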;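 also: mutant grown at 25 °C; 0% = DMSO wells with yeast and 100% = wells holding no yeast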
hIAP inh: human IAP inhibitors, primary screen, biochemical, luminescence, uHTS. purified IAP, CDP-Star luminescence, 30 min. AID 2544, 2010. 330,000 compounds, 0.12% hits. Intestinal-type alkaline phosphatase (Homo sapiens), P09923. inhibition, % at 10 µM;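 active = inhibition reaching a set limit with compound at 10 µM in the primary screen, cut at about 35% in these data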;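 also: plate controls were DMSO wells with enzyme for no effect and no-enzyme buffer wells for full effect; values of inactives mirror those of a sister screen read the other way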
Target sequence (P09923 whole entry, looked up): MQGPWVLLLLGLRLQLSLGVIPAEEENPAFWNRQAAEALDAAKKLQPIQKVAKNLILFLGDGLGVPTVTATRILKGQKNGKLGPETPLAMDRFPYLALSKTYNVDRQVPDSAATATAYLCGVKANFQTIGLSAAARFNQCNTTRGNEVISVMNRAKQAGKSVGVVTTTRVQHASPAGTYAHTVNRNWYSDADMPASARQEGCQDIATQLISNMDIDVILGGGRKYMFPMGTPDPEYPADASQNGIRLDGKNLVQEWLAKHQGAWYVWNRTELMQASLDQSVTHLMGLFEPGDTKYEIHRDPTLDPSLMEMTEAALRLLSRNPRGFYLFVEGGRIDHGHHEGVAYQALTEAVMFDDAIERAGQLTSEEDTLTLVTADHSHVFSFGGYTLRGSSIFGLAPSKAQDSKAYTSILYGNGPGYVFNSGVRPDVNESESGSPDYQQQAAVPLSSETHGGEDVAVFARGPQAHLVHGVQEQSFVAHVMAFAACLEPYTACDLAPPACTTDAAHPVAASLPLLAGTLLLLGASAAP
NALP3 yeast inh: NALP3 inflammasome inhibitors in reconstituted yeast, primary screen, luminescence, uHTS | Yeast reconstituted NLRP3/ASC/caspase-1, beta-gal luminescence, 24 h | inhibition, % at 10 µM | 330,000 compounds, 0.39% hits | AID 2825, 2010;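 active = inhibition of 50% or more; inactive = inhibition below 50%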;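 also: plate controls were induced DMSO wells for no effect and uninduced yeast grown without galactose for full effect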
ATG4B inhibitor: ATG4B protease inhibitors, primary screen, biochemical, fluorescence, uHTS | ATG4B cleavage of LC3-PLA2, NBD-HPC fluorescence, 1 h | inhibition, % at 8.33 µM | 340,000 compounds, 0.51% hits | AID 504462, 2011; in the data active = inhibition above about 40%
Target sequence (Q9Y4P1 whole entry, looked up): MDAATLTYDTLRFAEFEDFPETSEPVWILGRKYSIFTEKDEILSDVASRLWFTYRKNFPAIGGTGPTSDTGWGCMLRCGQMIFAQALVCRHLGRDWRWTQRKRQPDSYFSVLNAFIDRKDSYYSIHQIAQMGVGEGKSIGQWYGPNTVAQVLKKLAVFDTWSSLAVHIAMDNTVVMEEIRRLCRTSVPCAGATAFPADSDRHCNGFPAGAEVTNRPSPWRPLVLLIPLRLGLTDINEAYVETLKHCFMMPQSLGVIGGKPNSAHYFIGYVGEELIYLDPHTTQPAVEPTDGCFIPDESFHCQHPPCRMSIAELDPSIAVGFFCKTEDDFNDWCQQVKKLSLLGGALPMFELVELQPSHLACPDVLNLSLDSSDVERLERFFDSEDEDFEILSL
Apaf1 inhib: inhibitors of human Apaf-1 apoptosome, primary screen, biochemical, DEVD-Rh110 fluorescence, uHTS; Apoptotic protease-activating factor 1 (Homo sapiens), O14727; reconstituted apoptosome caspase-3 activity; inhibition, % at 20 µM; 330,000 compounds, 0.71% hits; AID 489030, 2010; active = inhibition of at least 40% at 20 µM;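 also: plate controls were DMSO wells for no effect and DEVD-CHO caspase inhibitor wells for full effect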
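Assay system: Apoptosome proteins | Medium: pH 7.5 Hepes buffer with CHAPS, BSA, DTT | Also added: Cytochrome c and DEVD-Rh110 substrate | Times: 30 min plus 50 min, RT | Detection: Rhodamine 110 fluorescence at Ex 480/Em 540 nm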
mIAP inh: inhibitors of mouse IAP, primary screen, biochemical, luminescence, uHTS | inhibition, % at 10 µM | AID 2806, 2010 | 330,000 compounds, 0.2% hits | purified mouse IAP, CDP-Star luminescence, 30 min | intestinal alkaline phosphatase [Mus musculus];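 active = inhibition of at least 40% at 10 µM in the primary screen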;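 also: plate controls were DMSO with enzyme for no effect and no enzyme wells for full effect; values of inactives mirror those of a sister screen read the other way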
TIM10 inh: growth inhibitors of isogenic TIM10 control yeast, primary screen, counter-screen for tim10-1 yeast inhibitor project, luminescence, uHTS; S. cerevisiae TIM10 strain growth, BacTiter-Glo luminescence, 24 h; 330,000 compounds, 1.4% hits; inhibition, % at 10 µM; AID 463195, 2010;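 active = inhibition of 40% or more at the single tested concentration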;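 also: wild-type TIM10 isogenic control strain grown at permissive 25 °C; 0% = DMSO yeast wells and 100% = minimal medium wells without yeast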
hIAP activ: human IAP activators, primary screen, biochemical, luminescence, uHTS; 330,000 compounds, 0.16% hits; purified human IAP, CDP-Star luminescence, 30 min; hits give high values; 1 = vehicle-only enzyme, 0 = enzyme-free background; AID 2524, 2010; Intestinal-type alkaline phosphatase (Homo sapiens), P09923; activation factor at 10 µM;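 active = activation factor of the enzyme at least 2-fold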; also: the source names both 10 and 20 µM as test concentration; values of inactives mirror those of a sister screen read the other way
* marks the source's active call; other numbers are inactive results.

1	O=C1CCCN1CCCNC(=S)Nc1ccc(F)cc1
2	CCOC(=O)CC1C(=O)NCCN1C(=O)c1ccc(Cl)cc1 (stereo not given)
3	CCNc1nc(Oc2ccc(=O)[nH]n2)nc(SC)n1
4	CCC(/C=N/NC(=O)C1COc2ccccc2O1)CC (stereo not given)
5	Oc1ccccc1/C=N/Nc1nc2ccccc2o1
6	CCOC(=O)C1=C(C)NC(=O)NC1c1cc2c(cc1Br)OCO2 (stereo not given)
7	COCC1CCN(C(=O)c2cc(COc3ccc(F)cc3F)on2)C1 (stereo not given)
8	O=C(/C=C/Nc1ccc(F)cc1Br)c1ccccc1

screen / no.	1	2	3	4	5	6	7	8
ATG4B inhibitor	1	4	-7	-3	-7	-2	-9	8
mIAP act	1	0.94	0.77	1	0.97	1.1	1	0.98
hIAP activ	0.83	0.79	1.2	0.96	1.7	1	0.87	1
mIAP inh	-1	6	23	-4	3	-11	-2	2
hIAP inh	17	21	-16	4	-67	-1	13	-1
Apaf1 inhib	-9	-3	5	-1	30	12	-3	7
NALP3 yeast inh	0	20	-15	18	28	0	31	20
TIM10 inh	2	5	14	4	26	0	0	10
tim10-1 inh	9	-2	-3	-2	10	5	-3	13

9	CC(=O)C(C)Oc1ccc(Cc2ncc(C(F)(F)F)cc2Cl)cc1 (stereo not given)
10	CC(=C\C(=O)O)/C(=C\c1cccc2ccccc12)C(=O)O
11	Cc1ccc(-c2nc3ccc(Cl)cc3c(=O)n2O)cc1
12	CCc1cccc(CC)c1-n1c(SCC(=O)N2CCCc3ccccc32)nc(O)cc1=O
13	CC(C)(C)c1ccc(C(=O)NCCC(=O)N2CCC3(CC2)NCCc2[nH]cnc23)cc1
14	COc1ccc2nc(C)cc(N3CCN(c4ccccc4)CC3)c2c1
15	CC(=O)NC12CC3CC(C1)CC(C(=O)OCC(=O)NC(=O)c1cccn1C)(C3)C2
16	COCCN(CCOC)c1nc(-c2ccc([N+](=O)[O-])cc2)nc2ccccc12

screen / no.	9	10	11	12	13	14	15	16
ATG4B inhibitor	-7	-2	0	11	-6	-4	7	2
mIAP act	0.99	1	0.98	0.93	1	0.93	0.98	0.87
hIAP activ	0.99	1	0.97	0.88	1.1	0.95	1	0.85
mIAP inh	1	-4	2	7	-3	7	2	13
hIAP inh	1	-5	3	12	-12	5	-5	15
Apaf1 inhib	12	7	1	2	-12	6	2	14
NALP3 yeast inh	20	-3	29	-1	9	20	18	30
TIM10 inh	-2	-3	38	-2	2	9	3	-10
tim10-1 inh	6	-1	8	7	20	11	15	2

17	Cc1ccc(-c2nnc(SCc3ccccc3F)o2)cc1
18	Cc1ccccc1NC(=O)c1ccc(CN2CCC(Cc3ccccc3)CC2)cc1
19	CCCCn1c(N)c(N(CCC(C)C)C(=O)COC(=O)c2ccc3ccccc3c2)c(=O)[nH]c1=O
20	COc1cccc(-c2nc(N)nc(SC)c2C#N)c1
21	COc1ccc(CCN2C(=O)c3cccc4cccc(c34)C2=O)cc1OC
22	CCn1c(=S)sc2c(=O)n(-c3ccccc3)c(=S)[nH]c21
23	CCSc1ccccc1C(=O)Nc1ccc2c(c1)OCO2
24	CCOC(=O)c1sc(NC(=O)c2cc(S(=O)(=O)N3CCOCC3)ccc2C)nc1C

screen / no.	17	18	19	20	21	22	23	24
ATG4B inhibitor	48*	3	-1	-13	2	-4	10	-14
mIAP act	0.97	1	1	0.89	1	0.97	0.98	1
hIAP activ	0.99	1.1	1.2	0.93	0.94	0.99	0.95	1.1
mIAP inh	2	-3	-1	11	0	2	2	-1
hIAP inh	0	-14	-15	7	6	1	4	-12
Apaf1 inhib	8	7	7	1	-3	-9	-1	4
NALP3 yeast inh	26	21	18	12	4	12	30	9
TIM10 inh	5	7	-8	-10	-2	-5	5	6
tim10-1 inh	11	6	4	-4	14	12	-5	15

25	CCOc1ccc(NC(=O)C2CC=CCC2C(=O)O)cc1 (stereo not given)
26	CC(C)(C)c1cc[n+](-c2[nH]c(=O)sc2/C=N/NC(=O)c2ccccc2[O-])cc1
27	Cc1ccc(Nc2cc(C)nc3c(C)cccc23)cc1
28	COc1ccc(C)cc1NC(=O)c1ccc(NS(=O)(=O)c2c(C)noc2C)cc1
29	Cc1ccccc1CSc1nnc(Cn2c(=O)sc3ccccc32)n1C
30	CC(=O)Nc1cccc(OCC(=O)Nc2cccc(S(=O)(=O)N3CCCC3)c2)c1
31	CCOC(=O)c1c(C)[nH]c(C)c1S(=O)(=O)N(C)CC(=O)N(C)Cc1ccccc1
32	COc1ccc(C(=O)CSc2nc3[nH]ncc3c(=O)[nH]2)cc1

screen / no.	25	26	27	28	29	30	31	32
ATG4B inhibitor	8	3	5	-8	3	-2	10	-8
mIAP act	0.94	0.84	1.1	1	1	0.9	1	1.1
hIAP activ	0.84	1.2	1.2	0.99	1	1.1	1.1	0.95
mIAP inh	6	16	-6	-4	0	10	-4	-10
hIAP inh	16	-16	-21	1	0	-13	-10	4
Apaf1 inhib	-7	13	12	4	-3	6	3	10
NALP3 yeast inh	15	5	6	4	0	6	14	3
TIM10 inh	1	0	-7	1	-5	-1	2	4
tim10-1 inh	6	6	7	12	20	-1	-2	9

33	CCn1c(SCC(N)=O)nc2c1c(=O)n(C)c(=O)n2C
34	CC(=O)Nc1cccc(Nc2nc(-c3ccccc3F)nc3ccccc23)c1
35	CC(=O)NCC(=O)N(C)C(C(=O)Nc1ccc2c(c1)OCCO2)c1ccc(C)cc1 (stereo not given)
36	CCCCc1cc2ccccc2c(OCCN(C)C)n1
37	O=C(c1ccccc1)c1cccn1CC(=O)N1CCc2ccccc2C1
38	O=C(CNC(=O)c1ccc2c(c1)OCCO2)N=Nc1c(O)[nH]c2ccccc12
39	Cc1cccc(C)c1NC(=O)CNC(=O)c1ccc2nc[nH]c2c1
40	O=C(c1ccc(Cl)cc1)[C@@H]1[C@@H]2C(=O)N(c3cccc4ccccc34)C(=O)[C@@H]2C2c3ccccc3C=NN21 (stereo not given in full)

screen / no.	33	34	35	36	37	38	39	40
ATG4B inhibitor	-5	-12	1	2	2	-2	-6	-4
mIAP act	1	0.94	0.97	1.1	0.92	0.89	0.9	0.95
hIAP activ	1.1	1	1.3	0.95	1.1	0.87	1.1	1
mIAP inh	0	6	3	-6	8	11	10	5
hIAP inh	-14	-2	-26	5	-10	13	-8	-4
Apaf1 inhib	1	9	-3	18	9	-2	-10	8
NALP3 yeast inh	1	13	-13	23	25	-6	7	17
TIM10 inh	-4	12	4	10	-8	-7	-7	22
tim10-1 inh	9	39	9	15	-15	19	-9	18

An excerpt from above in order of length of the SMILES, rising.
36	CCCCc1cc2ccccc2c(OCCN(C)C)n1
33	CCn1c(SCC(N)=O)nc2c1c(=O)n(C)c(=O)n2C
39	Cc1cccc(C)c1NC(=O)CNC(=O)c1ccc2nc[nH]c2c1
34	CC(=O)Nc1cccc(Nc2nc(-c3ccccc3F)nc3ccccc23)c1
38	O=C(CNC(=O)c1ccc2c(c1)OCCO2)N=Nc1c(O)[nH]c2ccccc12

screen / no.	36	33	39	34	38
ATG4B inhibitor	2	-5	-6	-12	-2
mIAP act	1.1	1	0.9	0.94	0.89
hIAP activ	0.95	1.1	1.1	1	0.87
mIAP inh	-6	0	10	6	11
hIAP inh	5	-14	-8	-2	13
Apaf1 inhib	18	1	-10	9	-2
NALP3 yeast inh	23	1	7	13	-6
TIM10 inh	10	-4	-7	12	-7
tim10-1 inh	15	9	-9	39	19

Carrying on:
41	CC(Oc1ccc(Br)cc1Br)C(=O)Nc1cccnc1 (stereo not given)
42	C=CCN1C(=O)NC(c2ccc(OC)cc2)(C(F)(F)F)S/C1=C(\C#N)c1nnc(N2CCOCC2)n1-c1ccccc1 (stereo not given)
43	C=CCN1C(=O)c2cccc3c(Br)ccc(c23)C1=O
44	COc1ccc(NCC(=O)n2c(C)c(C)c3ccccc32)cc1
45	Cc1cc(N)c(-n2cc3c(=O)n(C)c(=O)n(C)c3c2)cc1C
46	CC1CCN(C(=S)c2cn(Cc3cccc(F)c3)c3ccccc23)CC1
47	O=C(CN1c2cccc3cccc(c23)S1(=O)=O)N1CCN(c2ccccc2)CC1
48	CCN(CC)CCN(Cc1cc2cc3c(cc2[nH]c1=O)OCO3)C(=S)NCCCN(C)C
49	CC(NC(=O)Nc1ccccc1O)(C(F)(F)F)C(F)(F)F
50	COCCNC(=O)CCn1nc(-c2ccc(Cl)cc2)ccc1=O

screen / no.	41	42	43	44	45	46	47	48	49	50
ATG4B inhibitor	0	6	2	-5	-5	11	-8	-2	-6	-2
mIAP act	1	0.98	0.98	0.98	1	0.93	0.99	1.1	1	0.97
hIAP activ	1.1	1	0.97	1.2	0.9	0.98	0.92	1.1	1	1.1
mIAP inh	-3	2	2	2	-2	7	1	-6	0	2
hIAP inh	-13	-5	3	-20	10	2	8	-13	-3	-7
Apaf1 inhib	-1	6	8	-2	-12	3	-2	6	-13	4
NALP3 yeast inh	2	18	-8	8	11	5	-12	5	34	0
TIM10 inh	-4	13	10	14	37	34	3	-10	1	-7
tim10-1 inh	16	14	6	9	30	41*	4	-7	-8	5
